ANO1 activ = TMEM16A chloride channel activators or potentiators, primary screen, cell-based, HTS; HEK293 TMEM16A/YFP-H148Q/I152L, iodide quench fluorescence; active compounds read low; B-score at 10 µM; hit rate 0.3% among 340,000; AID 623877, 2012;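 active = fluorescence-ratio B-score plate-corrected deviation score at least 3 library SD below zero, with starting fluorescence score within 5 deviations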;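 note: channel opened by trigger with iodide after compound preincubation; score built on the fluorescence ratio of max minus min over baseline; more negative score means more quench and so TMEM16A activation or potentiation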
Target sequence (Q8BHY3 whole entry, looked up): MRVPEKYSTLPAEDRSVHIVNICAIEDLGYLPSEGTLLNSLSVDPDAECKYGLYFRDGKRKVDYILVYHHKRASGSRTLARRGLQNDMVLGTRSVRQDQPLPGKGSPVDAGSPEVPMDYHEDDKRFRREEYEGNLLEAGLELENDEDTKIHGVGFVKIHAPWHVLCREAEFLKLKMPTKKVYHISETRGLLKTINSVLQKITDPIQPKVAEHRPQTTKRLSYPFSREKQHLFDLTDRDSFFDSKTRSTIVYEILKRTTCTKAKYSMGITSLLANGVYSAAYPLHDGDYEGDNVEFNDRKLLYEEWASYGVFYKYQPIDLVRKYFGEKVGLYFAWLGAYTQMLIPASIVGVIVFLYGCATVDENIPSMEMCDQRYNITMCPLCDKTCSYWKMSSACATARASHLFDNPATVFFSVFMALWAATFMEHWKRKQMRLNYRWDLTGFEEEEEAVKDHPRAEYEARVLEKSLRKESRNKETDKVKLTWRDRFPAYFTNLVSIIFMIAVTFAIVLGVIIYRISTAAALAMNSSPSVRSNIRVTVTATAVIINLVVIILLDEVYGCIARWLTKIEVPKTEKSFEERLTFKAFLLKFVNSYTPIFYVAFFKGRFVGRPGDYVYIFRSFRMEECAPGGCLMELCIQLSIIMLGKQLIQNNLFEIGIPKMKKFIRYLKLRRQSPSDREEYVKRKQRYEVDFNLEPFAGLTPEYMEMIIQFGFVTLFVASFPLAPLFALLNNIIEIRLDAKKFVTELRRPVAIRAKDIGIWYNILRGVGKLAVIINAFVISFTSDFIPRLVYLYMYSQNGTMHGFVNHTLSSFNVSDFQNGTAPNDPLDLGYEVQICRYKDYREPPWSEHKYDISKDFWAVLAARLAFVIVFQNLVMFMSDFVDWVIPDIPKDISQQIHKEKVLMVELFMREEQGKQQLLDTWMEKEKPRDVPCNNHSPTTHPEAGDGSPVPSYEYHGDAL
Active calls of the source: *; i = inactive. Only part of the results is shown; the hit share may differ from the screen's.

Preview (14 entries):
SMILES	ANO1 activ
C[C@H](CO)N1C[C@H](C)[C@@H](CN(C)S(C)(=O)=O)Oc2ccc(NC(=O)c3ccncc3)cc2C1=O	i
CC(=O)c1cccc(N2C(=O)CC(N3CCN(S(=O)(=O)c4ccccc4F)CC3)C2=O)c1 (centres undefined)	i
CCC(C)N(C(=O)COC(=O)CN=C1NS(=O)(=O)c2ccccc21)C1CCS(=O)(=O)C1 (centres undefined)	i
Cc1c(N)cccc1Cl	i
CCN1CCN(c2ccc(Cl)cc2NC(=O)c2ccc(-n3nc(C)cc3C)cc2)CC1	i
O=C1C=CN(Cc2ccccc2)C(c2ccccc2)C1 (centres undefined)	i
CC1CCCCC12NC(=O)N(CC(=O)Nc1sccc1C(N)=O)C2=O (centres undefined)	i
Cc1c(Cl)cccc1NC(=O)CCN1C(=O)NC(C)(C)C1=O	i
CCOC(=O)C(Cc1c[nH]c2ccc([N+](=O)[O-])cc12)(NC(C)=O)C(=O)OCC	i
O=C(NCCC(=O)N1O[C@@H]2C=C[C@H]1C2)OCC1c2ccccc2-c2ccccc21	i
O=C(NCC1CCCO1)c1ccccc1NS(=O)(=O)c1cccc([N+](=O)[O-])c1 (centres undefined)	i
CC(CNC(=O)Cn1ccc(NC(=O)OCc2ccccc2)nc1=O)c1ccccc1 (centres undefined)	i
O=[N+]([O-])c1cc(S(=O)(=O)N2CCOCC2)ccc1NS(=O)(=O)c1ccccc1	i
Cc1cc(OCC(=O)OCC(=O)c2c(N)n(C)c(=O)n(C)c2=O)ccc1Cl	i

Results, previewed entries included:
SMILES	ANO1 activ
C[C@H](CO)N1C[C@H](C)[C@@H](CN(C)S(C)(=O)=O)Oc2ccc(NC(=O)c3ccncc3)cc2C1=O	i
CC(=O)c1cccc(N2C(=O)CC(N3CCN(S(=O)(=O)c4ccccc4F)CC3)C2=O)c1 (centres undefined)	i
CCC(C)N(C(=O)COC(=O)CN=C1NS(=O)(=O)c2ccccc21)C1CCS(=O)(=O)C1 (centres undefined)	i
Cc1c(N)cccc1Cl	i
CCN1CCN(c2ccc(Cl)cc2NC(=O)c2ccc(-n3nc(C)cc3C)cc2)CC1	i
O=C1C=CN(Cc2ccccc2)C(c2ccccc2)C1 (centres undefined)	i
CC1CCCCC12NC(=O)N(CC(=O)Nc1sccc1C(N)=O)C2=O (centres undefined)	i
Cc1c(Cl)cccc1NC(=O)CCN1C(=O)NC(C)(C)C1=O	i
CCOC(=O)C(Cc1c[nH]c2ccc([N+](=O)[O-])cc12)(NC(C)=O)C(=O)OCC	i
O=C(NCCC(=O)N1O[C@@H]2C=C[C@H]1C2)OCC1c2ccccc2-c2ccccc21	i
O=C(NCC1CCCO1)c1ccccc1NS(=O)(=O)c1cccc([N+](=O)[O-])c1 (centres undefined)	i
CC(CNC(=O)Cn1ccc(NC(=O)OCc2ccccc2)nc1=O)c1ccccc1 (centres undefined)	i
O=[N+]([O-])c1cc(S(=O)(=O)N2CCOCC2)ccc1NS(=O)(=O)c1ccccc1	i
Cc1cc(OCC(=O)OCC(=O)c2c(N)n(C)c(=O)n(C)c2=O)ccc1Cl	i
COc1ccccc1C(CNC(=O)CN1C(=O)NC(C)(c2ccc3ccccc3c2)C1=O)N1CCCC1 (centres undefined)	i
CC1(C2CC2)NC(=O)N(CC(=O)Nc2ccc(C(F)(F)F)cc2)C1=O (centres undefined)	i
O=S(=O)(Cc1ccccc1)CS(=O)(=O)Cc1ccccc1	i
COc1ccc(S(=O)(=O)N2CCN(C(=O)C3CC(=O)N(c4ccccc4F)C3)CC2)cc1OC (centres undefined)	i
COc1ccc([C@H]2CC(=O)C=C(/C=C/c3ccc(Cl)cc3)C2)cc1	i
CC(Sc1nnc(Cc2ccccc2)n1C)C(=O)NC1CC1 (centres undefined)	i
O=C(O)c1cnnc2ccccc12	i
C=CC[C@@H](CC(=O)N[C@@H](CO)Cc1ccccc1)C(=O)N[C@H](COC(=O)[C@@H](CC=C)Cc1ccc(F)cc1)C(C)(C)C	i
COc1ccc(CC(=O)OCC(=O)NC(=O)NC2CCCC2)cc1	i
CCC1(c2ccc(Cl)cc2)NC(=O)N(CC(=O)NC2CCCCCC2)C1=O (centres undefined)	i
COc1cc(NC(=O)CNc2ccc(Cl)c(S(=O)(=O)N3CCOCC3)c2)cc(OC)c1	i

(continued)
SMILES	ANO1 activ
COC(=O)c1cc(C(=O)NNC(=O)c2ccc3c(c2)OCO3)cc([N+](=O)[O-])c1	i
O=C1C=C(C2OC(CO)C(O)C2O)C(=O)N1 (centres undefined)	i
CCOc1ccc(C(=O)NCC(=O)OCCCC(=O)c2ccc(F)cc2)cc1OCC	i
COc1cc(NC(=O)CN2C(=O)NC3(CCOc4ccccc43)C2=O)cc(OC)c1 (centres undefined)	i
CCN(CC)S(=O)(=O)c1ccc(C(C)NCC(=O)Nc2ccccc2C(=O)NC2CC2)cc1 (centres undefined)	i
Cc1occc1-c1nnc(SCC(=O)NCc2cccs2)n1CC1CCCO1 (centres undefined)	-9.53*
Cc1ccc(S(=O)(=O)N2CCOCC2)cc1NC(=O)COC(=O)c1cnccn1	i
CCCCNc1c(-c2ccc(OC)c(SC(C)CC)c2)nc2cnccn12 (centres undefined)	i
COc1ccc(Cl)cc1C(=O)NNC(=O)CNC(=O)c1ccc(C)s1	i
COc1ccccc1C(=O)NCC(=O)OC(C)C(=O)N(C)C1CCCCC1 (centres undefined)	i
COc1ccc(NS(=O)(=O)c2cccc(C(=O)N3CCN(C(=O)c4ccco4)CC3)c2)cc1	i
CC(C)CCN(C(=O)c1cn2ccccc2n1)c1c(N)n(Cc2ccccc2)c(=O)[nH]c1=O	i
CN(Cc1ccccc1)C(=O)c1[nH]cnc1C(=O)Nc1ccc(Cl)cc1	i
CC(OC(=O)c1ccccc1)C(=O)NCc1ccco1 (centres undefined)	i
O=C(CSc1nnc(Nc2ccccc2)s1)NC1CCS(=O)(=O)C1 (centres undefined)	i
COC(=O)c1c(NC(=O)CN2C(=O)NC3(CCC(C)CC3)C2=O)sc2c1CCC2 (centres undefined)	i
COc1ccccc1-n1c(SCC(=O)N(C)C)nnc1-c1ccco1	i
O=C(COC(=O)c1cccs1)Nc1cccc(S(=O)(=O)N2CCCCC2)c1	i
CCCCc1nnc(NC(=O)Cc2ccc(S(=O)(=O)N3CCOCC3)s2)s1	i
COC(=O)[C@]1(Cc2ccccc2)N[C@H](CN(C)C(=O)c2ccc(F)cc2)[C@@H]2C(=O)N(Cc3ccccc3)C(=O)[C@@H]21	i
O=C(CNC(=O)c1ccccc1F)Nc1ccc2c(c1)CCC2	i
COc1ccc(NC(=O)CSc2nc3ccccc3c(=O)n2CCCO)cn1	i
CCC1Nc2ncnc(N3CCCCC3)c2N(Cc2ccc(C)cc2)C1=O (centres undefined)	i
Cc1ccc(NC(=O)CN2C(=O)NC3(CCCC3)C2=O)cc1S(=O)(=O)N1CCCCC1	i
COc1cc(C[C@@H](C)[C@@H](C)Cc2ccc(O)c(OC)c2)ccc1O	i

The listing continues:
SMILES	ANO1 activ
C[C@@H](OC(=O)c1[nH]cnc1C(=O)N1CCc2ccccc2C1)c1ccccc1	i
Cc1ccc(S(=O)(=O)NCC(=O)OCc2cc(=O)oc3c(C)c(C)ccc23)cc1C	i
CCOC(=O)c1c(C)oc2c1c1c(c3ccccc32)OCN(Cc2cccnc2)C1	i
C[C@H]1CN([C@@H](C)CO)C(=O)c2cccc(NC(=O)c3ccc(-c4nccs4)cc3)c2O[C@@H]1CN(C)C(=O)Nc1cccc2ccccc12	i
Cc1nnc(SCC(=O)Nc2ccc(N3CCOCC3)cc2)n1Cc1ccccc1	i
Cc1ccc2nc(SCC(=O)N3CCCc4ccccc43)nc(=O)n2c1	i
O=C(COC(=O)c1ccc(F)c(S(=O)(=O)N2CCOCC2)c1)NCCc1ccc(F)cc1	i
NS(=O)(=O)c1ccc(CCNC(=O)c2ccc3nccnc3c2)cc1	i
CCCCn1c(N)c(N(C(=O)CSc2nnnn2-c2ccccc2)C2CCCC2)c(=O)[nH]c1=O	i
COc1ccc(C(=O)N2CCN(S(=O)(=O)c3ccc4c(c3)OCCO4)CC2)cc1OC	i
CCc1noc(C)c1C(=O)NNC(=O)c1cc(OC)cc(OC)c1	i
C=CCn1c(SCC(=O)NC(=O)Cc2ccccc2)nc2ccccc2c1=O	i
S=C(Nc1cccc2ccccc12)NN1CCCCCC1	i
O=C1COc2ccc(C(=O)COC(=O)c3ccc(F)cc3Cl)cc2N1	i
COC(=O)c1ccc(CNC(=O)COC(=O)/C=C/c2cc(OC)c(OC)c(OC)c2)cc1	i
O=C(COC(=O)c1ccccc1F)Nc1ccc2c(c1)OCCO2	i
O=C(OCC(=O)N1CCN(C(=O)c2ccco2)CC1)c1ccc(Cl)cc1	i
CN(C)C(CNC(=O)c1cccc(S(=O)(=O)N2CCN(c3ccc(F)cc3)CC2)c1)c1ccccc1 (centres undefined)	i
CCC1CCC2(CC1)NC(=O)N(CC(=O)NCc1ccccc1Cl)C2=O (centres undefined)	i
Cc1ccc(C)c(NC(=O)COC(=O)c2ccc3c(c2)OCCO3)c1	i
Cc1c(Cl)cccc1NC(=O)CSc1nnnn1C	i
CC(C)COc1cccc(C(=O)N(C)CC(=O)Nc2cccc3ccccc23)c1	i
COc1cc2ccc(=O)oc2c(O)c1O	i
CN(CC(=O)Nc1cccc(F)c1)C(=O)c1ccc2c(c1)NC(=O)CS2	i
CC1(C)CC(=O)C=C(c2ccc(OC(F)(F)F)cc2)C1	i

The list goes on.
SMILES	ANO1 activ
CC1(C)OC2CC3C4CCC5=CC(=O)CCC5(C)C4(F)C(O)CC3(C)C2(C(=O)CO)O1 (centres undefined)	i
Cc1cc(C)cc(NC(=O)COC(=O)c2ccc3c(c2)OCCO3)c1	i
Cc1ccc2oc3ccccc3c(=O)c2c1	i
COc1ccc(-c2nc(SCC(=O)Nc3cccc(S(N)(=O)=O)c3)n[nH]2)cc1	i
O=C(CSc1ccc(Br)cc1)Nc1cccc(S(=O)(=O)N2CCOCC2)c1	i
COc1ccccc1CCC(=O)N1CCN(S(=O)(=O)c2cc(C(F)(F)F)ccc2Cl)CC1	i
CCN(c1ccccc1)S(=O)(=O)c1ccc(Cl)c(NC(=O)CNC(C)c2ccccc2)c1 (centres undefined)	i
O=C(CSc1nc2ccccc2o1)NC1CCS(=O)(=O)C1 (centres undefined)	i
COCCOc1ccc(C(F)(F)F)cc1NC(=O)CN1C(=O)NC2(CCCc3ccccc32)C1=O (centres undefined)	i
NS(=O)(=O)c1ccc(CCNS(=O)(=O)c2ccc(Cl)s2)cc1	i
CC1=C(O)C(=O)C(C2=C(O)C(=O)C(C)=C(O)C2=O)=C(O)C1=O	i
Cc1ccc(C)c(S(=O)(=O)Nc2ccc(C(=O)N3CC(C)OC(C)C3)cc2)c1 (centres undefined)	i
C=C[C@H]1[C@H](O[C@@H]2O[C@H](CO)[C@@H](O)[C@H](O)[C@H]2O)OC=C2C(=O)OCC[C@]21O	i
Cc1ccc(C(=O)NC2CC(C)(C)NC(C)(C)C2)cc1S(=O)(=O)N1CCOCC1	i
O=C(CNC(=O)c1ccc(Br)o1)OCc1ccc(Br)cc1	i
CCN(c1ccccc1)S(=O)(=O)c1cc(NC(=O)C2CC2)ccc1Cl	i
O=C1C=C(c2cc(Cl)cc(Cl)c2)C[C@@H](c2ccc3c(c2)OCO3)C1	i
COc1ccc(NC(=O)CSc2nnc(C3CC3)n2C)cc1S(=O)(=O)N1CCCCC1	i
COc1ccccc1N1CCN(CC(=O)Nc2ccccc2C(=O)NCCc2ccccc2)CC1	i
O=C(COC(=O)[C@@H]1CCCN1S(=O)(=O)c1ccccc1F)NCc1ccc2c(c1)OCO2	i
COc1ccc(CC(=O)Nc2ccc(S(=O)(=O)N3CCCC3)cc2)c(OC)c1	i
CCN1CCN(c2ccc(NC(=O)c3ccc(OC)c(S(=O)(=O)N4CCCC4)c3)cc2)CC1	i
Cn1cccc1C(=O)OCC(=O)NC(=O)c1ccc(Cl)cc1	i
O=C1c2ccccc2C(=O)N1OCCCN1C(=O)c2ccccc2S1(=O)=O	i
O=C(NC(=S)Nc1cccc(O)c1)C1CCCCC1	i

Additional entries
SMILES	ANO1 activ
COc1ccccc1NC(=O)c1ccc(NC(=O)C2CC2C)cc1 (centres undefined)	i
CC(C)(C)OC(=O)NCCCC[C@H](NC(=O)c1[nH]cnc1C(=O)N[C@@H](Cc1ccccc1)C(=O)OCc1ccccc1)C(=O)OC(C)(C)C	i
N#CCCN(C(=O)COC(=O)c1cc(=O)c2ccccc2o1)c1ccccc1	i
Cc1c(C(=O)N2CCN(C(=O)c3ccccc3)CC2)oc2ccc(F)cc12	i
CCC(=O)NC1=C(Cl)C(=O)C(NC(=O)CC)=C(Cl)C1=O	i
Cc1nc(Cc2nnc(SC(C)C(=O)N3c4ccccc4NC(=O)C3(C)C)o2)cs1 (centres undefined)	i
COc1ccc(C(=O)OCC(=O)N2CCOCC2)cc1S(=O)(=O)N1CCOCC1	i
Cc1nc(SCc2nc3ccccc3[nH]2)c2oc3cc([N+](=O)[O-])ccc3c2n1	i
O=C(O)c1cccc2c1C(=O)N(c1ccc3c(c1)Cc1ccccc1-3)C2=O	i
COc1ccc(C=NNc2ccc(S(=O)(=O)Nc3ccccc3C(=O)O)cc2[N+](=O)[O-])c(OC)c1	i
COc1ccc(-c2ccc3c(c2)[C@@H]2C[C@H](N(C)C(=O)C(C)(C)C)[C@H]([C@H](C)O)C(=O)N2CC3)cc1	i
CC(=O)N[C@@H](Cc1c[nH]c2ccccc12)C(=O)OCC(=O)Nc1cc(C)on1	i
N#Cc1ccc(C(=O)OCCCc2cc3ccccc3c(=O)o2)cc1	i
CC1=CC(=O)Nc2cncnc2N1	i
O=[N+]([O-])c1cccc(C=NN=Cc2ccccc2O)c1	i
Cn1nnnc1SCC(=O)Nc1ccc(Br)cc1Br	i
Cc1cccc(C(=O)N[C@H](C(=O)Nc2ccc(C)c(S(=O)(=O)N3CCOCC3)c2)C(C)C)c1	i
CCc1ccccc1NC(=O)CN(C)C(=O)c1cccc(S(=O)(=O)N2CCCCCC2)c1	i
